Assay outcomes from PubChem.
BoNT A protease: BoNT A light chain protease inhibition; AID 588499; multiplex microsphere protease substrate cleavage, flow cytometry; inhibition, % at 10 µM; 0.17% of 360,000 active; further: plate controls were buffer without enzyme for full effect and enzyme alone for no effect
Mtb UGM inh: inhibitors of M. tuberculosis UDP-galactopyranose mutase; P9WIQ1; purified UGM, fluorescence polarization probe displacement; inhibition, % at 10 µM; 0.06% of 320,000 active; AID 504406; in the data active means inhibition above about 10%, passing the limit was not always enough; inconclusive means no clear call, values can overlap the other calls
Anthrax LF inh2: inhibitors of Bacillus anthracis lethal factor protease; multiplex microsphere protease cleavage assay, LF; P15917; AID 588501; inhibition, % at 10 µM; 0.12% of 360,000 active; further: plate controls were buffer without enzyme for full effect and enzyme alone for no effect
Target sequence (P15917 whole entry, looked up): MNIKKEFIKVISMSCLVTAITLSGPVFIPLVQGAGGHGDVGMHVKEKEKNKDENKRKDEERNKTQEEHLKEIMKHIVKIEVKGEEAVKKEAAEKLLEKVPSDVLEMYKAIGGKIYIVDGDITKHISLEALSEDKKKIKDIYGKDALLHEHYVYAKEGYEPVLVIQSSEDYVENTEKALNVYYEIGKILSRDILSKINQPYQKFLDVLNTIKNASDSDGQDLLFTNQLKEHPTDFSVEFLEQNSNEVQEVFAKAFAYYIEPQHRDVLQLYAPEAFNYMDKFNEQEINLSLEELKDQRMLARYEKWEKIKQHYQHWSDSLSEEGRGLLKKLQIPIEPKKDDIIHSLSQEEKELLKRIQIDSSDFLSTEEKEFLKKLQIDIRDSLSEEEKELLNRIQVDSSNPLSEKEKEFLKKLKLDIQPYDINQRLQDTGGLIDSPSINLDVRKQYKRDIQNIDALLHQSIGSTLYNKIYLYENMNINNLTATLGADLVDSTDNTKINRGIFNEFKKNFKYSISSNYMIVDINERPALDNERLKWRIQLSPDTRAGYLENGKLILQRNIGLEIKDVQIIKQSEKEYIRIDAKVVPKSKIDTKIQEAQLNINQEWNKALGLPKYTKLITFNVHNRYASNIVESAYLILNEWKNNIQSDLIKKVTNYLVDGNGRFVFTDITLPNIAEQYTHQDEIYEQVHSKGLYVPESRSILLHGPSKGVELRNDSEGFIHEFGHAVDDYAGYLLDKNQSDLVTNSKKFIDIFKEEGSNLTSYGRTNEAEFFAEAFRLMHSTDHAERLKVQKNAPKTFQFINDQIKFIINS
Mtb FBA inh: inhibits M. tuberculosis FBA enzyme; P9WQA3; purified M. tuberculosis FBA, fluorescence read-out; inhibition, % at 1 µM; 2.3% of 360,000 active; AID 588726; in the data active means inhibition above about 27%;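 further: 0% = vehicle and 100% = reference inhibitor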
FadD28 FP inh: inhibitors of Mycobacterium tuberculosis FadD28 bisubstrate binding | 0.22% of 360,000 active | AID 588549 | inhibition, % at 12.5 µM | FadD28 bisubstrate probe binding, fluorescence polarization; in the data active means inhibition above about 8.5%, passing the limit was not always enough; inconclusive means no clear call, values can overlap the other calls
BoNT F protease: inhibitors of Botulinum neurotoxin F light chain protease | 0.22% of 360,000 active | inhibition, % at 10 µM | Multiplex microsphere protease cleavage assay, flow cytometry; in the data active means inhibition above about 35%, passing the limit was not always enough; inconclusive means no clear call, values can overlap the other calls; further: plate controls were buffer without enzyme for full effect and enzyme alone for no effect
PfHsp40 yeast: rescue of PfHsp40-mediated yeast toxicity. S. cerevisiae expressing PfHsp40, growth rescue, ATP luminescence. growth rescue, % at 12.5 µM. 0.68% of 340,000 active. AID 504582; in the data active means growth rescue above about 28%, passing the limit was not always enough; inconclusive means no clear call, values can overlap the other calls;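 further: yeast W303a lacking pdr1 and pdr3 grown in galactose medium; growth measured after three days at 30 °C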
Mtb BioA inh: inhibitors of Mycobacterium tuberculosis BioA enzyme; inhibition, % at 9.99 µM; purified M. tuberculosis BioA enzyme, plate reader; 0.096% of 360,000 active; in the data active means inhibition above about 40%; inconclusive means no clear call, values can overlap the other calls
GDH-TPI inh: inhibits GDH-TPI coupling enzymes, artifact for Mtb FBA screen; GDH-TPI coupled enzyme counterscreen, NADH absorbance; 1.2% of 360,000 active; inhibition, % at 4.8 µM; in the data active means inhibition above about 30%;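 further: 0% = DMSO wells and 100% = wells lacking the enzyme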
An asterisk follows results filed as active; ? = inconclusive; · = no result given. Unless noted, no stated cut-off is given here; in the data, active means inhibition above about 30%; inconclusive means no clear call, values can overlap the other calls; inactive means below that.

SMILES | BoNT A protease | Mtb UGM inh | Anthrax LF inh2 | Mtb FBA inh | FadD28 FP inh | BoNT F protease | PfHsp40 yeast | Mtb BioA inh | GDH-TPI inh
O=C(c1cc(-c2cccs2)on1)N1CCCCC1 | 0.6 | 2.4 | -3.4 | -0.8 | -4.2 | -5.2 | -0.9 | 1.3 | -4.7
Cc1cc(C)nc(NC(=O)c2cc(-c3ccc(C)s3)nc3ccccc23)c1 | 21.6 | 1.4 | 10.6 | 17.2 | 0.7 | 3.3 | -0.7 | -2.4 | 9.0
O=c1[nH][nH]c(-c2ccccc2)c1-c1ccccc1 | 0.0 | · | -4.6 | 8.2 | -0.7 | -1.0 | 0.3 | -1.0 | 2.5
O=C(/C(=C/O)N=Nc1cccc(C(F)(F)F)c1)c1ccccc1 | 1.5 | -2.3 | 2.1 | 0.2 | -0.1 | 0.2 | -2.0 | · | 6.7
Cc1ccc(-c2[nH]c(-c3ccc(Cl)cc3)nc2SCC(=O)NCC2CCCO2)cc1 (configuration not stated) | -0.5 | -0.3 | -6.5 | 6.6 | -3.7 | -8.8 | -1.1 | 0.2 | 10.6
COC(=O)C1=C(c2ccc(OC(F)(F)F)cc2)C[C@@H]2CC[C@H]1N2C(=O)NCc1cccc2ccccc12 | -0.1 | -0.2 | 1.7 | -0.7 | 0.2 | 3.6 | 5.3 | -3.8 | 4.0
Cc1ccc(C(O)c2ncc(-c3ccc(C(F)(F)F)cc3)[nH]2)cc1F (configuration not stated) | -0.2 | · | -2.6 | 0.7 | -5.7 | -2.1 | · | 0.6 | 8.0
CCn1cc(C(=O)N2CCCC2)c(=O)c2cc(S(=O)(=O)N3CCC(C)CC3)ccc21 | 0.5 | -5.7 | 0.5 | 2.6 | -1.9 | -2.0 | -0.6 | 16.0 | 2.6
CCC1C(C#N)=C(N)Oc2c1c(=O)oc1ccccc21 (configuration not stated) | 2.4 | -0.6 | -4.6 | 8.2 | 0.0 | 1.1 | 0.5 | -1.2 | 6.3
CC(=O)NCCSCCNC(C)=O | 0.2 | -1.1 | 0.5 | 2.5 | 0.4 | -15.7 | -0.6 | -0.1 | 4.2
O=C(NCCc1ccccc1)C1CCN(C(=O)N2CCOc3ccccc32)CC1 | -0.3 | -0.5 | -9.9 | -0.3 | -0.1 | 0.4 | 1.3 | 2.1 | 9.6
CCOc1cc(C(=O)NN=C2CCCC2)cc(OCC)c1OCC | -3.6 | 2.2 | -1.5 | 0.8 | · | 0.0 | 0.0 | -0.7 | 3.1
Cc1ccc(CN2CCN(Cc3ccccc3)C(CCO)C2)s1 (configuration not stated) | -0.8 | 1.9 | -2.7 | 0.5 | -3.1 | -8.3 | 0.0 | · | -5.2
CCCCC(CC)C(=O)NCCc1ccc(S(N)(=O)=O)cc1 (configuration not stated) | -0.3 | -2.4 | -2.1 | 1.7 | -1.0 | -1.4 | -0.7 | 1.3 | -5.7
COc1ccc(C(=O)OCC(=O)NC2CC2)cc1OC | -0.3 | -1.4 | -8.5 | 1.9 | -0.5 | 0.1 | -1.9 | -0.7 | 4.8
CN(C)c1ccc(NC(=S)c2ccccn2)cc1 | -0.2 | -0.9 | -1.1 | 1.9 | -0.5 | -8.0 | 3.2 | 2.1 | 3.5
CC(=O)C1=C(C)OC(N)=C(C#N)C1c1cc2cc(C)c(C)cc2nc1Cl (configuration not stated) | 4.0 | 0.3 | -15.8 | -0.2 | -0.6 | 7.4 | 1.0 | -0.3 | 12.0
O=C(C1CCN(S(=O)(=O)N2CCC3(CC2)OCCO3)CC1)N1CCN(Cc2ccccc2)CC1 | 0.3 | -3.5 | -1.3 | -0.1 | 1.1 | 7.0 | -1.5 | 1.0 | -5.3
O=C(NCCCn1cccn1)c1cc(COc2ccccc2)on1 | -0.1 | · | -9.8 | 0.8 | 0.4 | -5.7 | · | -0.5 | 6.2
CCCCOC(=O)c1cc(-c2ccc(/C=N/n3cnnc3)o2)ccc1Cl | -1.0 | -3.4 | -7.0 | 0.8 | -3.2 | -14.0 | 20.4 | 0.0 | 31.5*
O=c1c2ccccc2nc2n1CCS2 | 0.2 | 2.9 | 0.0 | 0.1 | -0.5 | 2.3 | -0.1 | -0.2 | 6.7
CC(/C=N/NC(=O)c1cc(-c2cccn2C)n[nH]1)=C\c1ccccc1 | 0.9 | -0.6 | -7.8 | 5.0 | -2.8 | 5.2 | -1.2 | -1.7 | 22.1
CC1(C)C(c2ccccc2)=NC(c2ccccc2)N1O (configuration not stated) | · | 1.6 | · | 0.5 | -2.2 | · | -1.3 | 0.0 | 7.7
CCOC(=O)c1cccc(NS(=O)(=O)c2c(C(=O)N3CCCCCC3)c(C)n(C)c2C)c1 | 1.2 | -0.8 | -2.4 | -2.4 | -2.8 | -6.5 | 0.2 | -0.8 | 0.8
Cc1ccc(NC(=O)CN(C)C(=O)/C=C/c2ccc3c(c2)OCO3)cc1 | -0.2 | -0.1 | 6.1 | 7.3 | -1.2 | -2.9 | -0.8 | 2.7 | 17.4

(listing goes on)
SMILES | BoNT A protease | Mtb UGM inh | Anthrax LF inh2 | Mtb FBA inh | FadD28 FP inh | BoNT F protease | PfHsp40 yeast | Mtb BioA inh | GDH-TPI inh
C/C(N)=C(/C#N)C(=O)CSc1nc2scc(-c3ccccc3)c2c(=O)n1C | 0.5 | -2.6 | -6.8 | -1.3 | 0.0 | -5.7 | 0.8 | · | 3.1
Cc1ccc(C(=O)NCCCN2CCOCC2)c(Cl)c1 | ? | -2.7 | 5.5 | 2.5 | -0.2 | ? | -1.3 | 0.4 | 8.4
COc1cccc(C(=O)N2N=C(c3ccccc3)CC2(O)C(F)(F)F)c1 (configuration not stated) | 0.4 | · | -2.0 | -3.2 | -5.1 | -1.8 | 0.9 | · | 2.9
COc1ccc(C(=O)Oc2cc3c4c(c2)C(C)=CC(C)(C)N4C(=O)C3=O)cc1OC | -1.0 | -1.3 | 0.0 | -1.0 | -1.7 | -2.5 | 0.3 | · | 5.6
CCOc1ccc(NC(=O)CN(C)C(=O)C2CCN(c3ncnc4sc(C)c(C)c34)CC2)cc1OCC | 1.5 | 3.5 | -4.2 | -0.8 | -5.4 | 1.9 | 0.4 | 0.4 | -4.4
COc1ccc(OC)c(NC(=O)Nc2nc(C(N)c3ccccc3Cl)cs2)c1 (configuration not stated) | -0.1 | · | -12.2 | -0.3 | 1.7 | -15.9 | · | -1.5 | 14.6
COc1cccc(CNCc2ccc(OC)cc2OC)c1 | -0.2 | 4.6 | 5.1 | 1.7 | 0.0 | ? | -0.3 | -0.5 | -3.1
Cc1cc(N2C(=O)c3ccc(C(=O)Nc4ccc(O)cc4C(=O)O)cc3C2=O)no1 | 1.1 | 1.2 | 0.4 | 0.3 | -1.0 | 3.9 | -0.4 | -2.1 | 1.0
Clc1ccccc1C=NNc1ccccn1 | 0.1 | · | -8.2 | 0.1 | -2.4 | 2.1 | 2.8 | -0.5 | 6.9
c1ccc(C2=Nn3c(nnc3-c3ccco3)SC2)cc1 | -1.0 | 1.6 | -2.0 | -3.5 | -1.7 | -6.5 | 2.9 | · | 5.2
CCSc1nc2c(c(=O)[nH]1)C(c1ccccn1)C1=C(CC(C)(C)CC1=O)N2 (configuration not stated) | 0.0 | -3.5 | -3.7 | 124.0* | -4.4 | 15.2 | -1.1 | 0.9 | 11.7
Cc1cccc(NC(=O)CN2CCN(CC(=O)NCC3(N4CCCCC4)CCCCC3)CC2)c1C | 0.7 | · | -4.5 | -2.1 | -0.2 | 1.7 | -0.9 | · | 1.1
CC1(C)CC(=O)CC(C)(C)N1OC(=O)c1ccccn1 | 0.3 | 2.5 | -1.2 | 1.6 | -0.9 | -12.5 | 0.3 | -0.6 | -8.2
O=C(CCC(=O)c1cccs1)OCC(=O)c1ccccc1 | -0.6 | -2.2 | -6.9 | 1.9 | -0.2 | 0.3 | 0.3 | · | 5.2
Cc1cc(NC(=S)N(CCCN2CCOCC2)Cc2ccco2)ccc1Cl | -0.8 | 2.9 | -2.1 | -1.3 | -0.7 | -11.6 | -0.9 | 2.5 | 8.6
COc1ccc(C(C)(C)C)cc1S(=O)(=O)N1CCC(C(N)=O)CC1 | -0.2 | 0.4 | -1.5 | -0.7 | -1.8 | -7.3 | 1.1 | · | 0.4
O=C1CCc2nc3ccccc3c(=O)n2N1 | 0.0 | 0.9 | -4.0 | 0.9 | -2.3 | 4.1 | -0.3 | -1.8 | 10.1
Cc1cccc(N(CC(=O)Nc2ccccc2-c2ccccc2)S(=O)(=O)c2ccccc2)c1C | -0.7 | -1.6 | -1.8 | -0.5 | -0.4 | 2.9 | -1.3 | · | 3.3
COCCc1ncc(CN2CCC(C(=O)Nc3ccc(-n4cccn4)cc3)CC2)cn1 | 0.0 | 1.0 | -0.6 | -3.4 | -3.0 | -6.7 | -0.6 | 0.2 | 0.3
C/C(CC(=O)Nc1ccc(Cl)cc1C(F)(F)F)=N\NC(=O)c1ccccn1 | -0.4 | 1.2 | 3.2 | 0.2 | -1.4 | 4.0 | -0.9 | · | -3.0
C[C@]12c3[nH]c4ccccc4c3CCN1C(=O)C(CC(=O)NCC13CC4CC(CC(C4)C1)C3)C[C@@H]2C(=O)N1CCOCC1 (some centres not stated) | -0.4 | -0.6 | 5.7 | 1.2 | -1.2 | -3.3 | -1.7 | 0.5 | 7.3
COc1cccc(C(=O)Nc2nnc(S(=O)(=O)N3CCCCC3)s2)c1 | -0.8 | 1.0 | -7.1 | 4.9 | -4.1 | -3.0 | -1.2 | -0.3 | 40.7*
Cc1ccc(C(=O)CC2(O)C(=O)N(Cc3ccccc3)c3ccccc32)o1 (configuration not stated) | -1.2 | -1.1 | 10.4 | -2.7 | -3.0 | -5.5 | -0.7 | -1.2 | 6.0
CCOC(=O)c1cnc(SCC(=O)N2CCN(C(=O)c3ccco3)CC2)nc1N | 1.7 | -4.6 | -9.1 | -0.3 | -3.6 | 7.0 | 0.4 | 5.7 | -13.3
CC(C)SCC(=O)Nc1ncc2c(n1)-c1ccccc1CC2 | -1.3 | 1.6 | -3.4 | 28.8* | -1.6 | -3.7 | 0.2 | · | 7.4

Going on with the list:
SMILES | BoNT A protease | Mtb UGM inh | Anthrax LF inh2 | Mtb FBA inh | FadD28 FP inh | BoNT F protease | PfHsp40 yeast | Mtb BioA inh | GDH-TPI inh
CN(Cc1ccc(F)cc1)C(=O)c1cccc(OC2CCN(C3CCCC3)CC2)c1 | -1.2 | 3.2 | 0.8 | -0.5 | -1.8 | -2.3 | -0.1 | -0.5 | 11.0
c1cc2c(cc1-c1[nH]ncc1CN1CC3C[C@@H]4CC1C[C@H](C3)C4)OCO2 | 0.0 | 0.9 | -0.7 | -0.8 | -2.6 | -1.7 | -0.4 | · | 3.5
O=C(CCSCCC(=O)NCc1cccs1)NCc1cccs1 | -0.3 | 3.5 | -3.0 | -2.2 | -3.9 | -10.3 | -1.2 | 1.7 | 7.2
COc1ccc(C(=O)OCC(=O)c2c[nH]c3ccccc23)c(OC)c1 | -4.4 | 0.5 | -3.2 | -0.3 | -2.8 | -5.1 | -0.2 | -2.0 | -11.2
N#Cc1c(F)cccc1N1CCN(Cc2ccc3c(c2)OCO3)CC1 | 0.6 | 2.9 | -3.0 | 0.9 | -2.7 | -7.2 | 0.2 | 3.2 | 0.0
O=C(Cc1ccccc1)N(c1ccc(F)cc1)C1C=CS(=O)(=O)C1 (configuration not stated) | -0.4 | -1.6 | -4.6 | 1.8 | -2.1 | 0.4 | -0.7 | 0.2 | 3.9

An excerpt of the results above, for reference:
SMILES | BoNT A protease | Mtb UGM inh | Anthrax LF inh2 | Mtb FBA inh | FadD28 FP inh | BoNT F protease | PfHsp40 yeast | Mtb BioA inh | GDH-TPI inh
c1cc2c(cc1-c1[nH]ncc1CN1CC3C[C@@H]4CC1C[C@H](C3)C4)OCO2 | 0.0 | 0.9 | -0.7 | -0.8 | -2.6 | -1.7 | -0.4 | · | 3.5
O=C(CCSCCC(=O)NCc1cccs1)NCc1cccs1 | -0.3 | 3.5 | -3.0 | -2.2 | -3.9 | -10.3 | -1.2 | 1.7 | 7.2
COc1ccc(C(=O)OCC(=O)c2c[nH]c3ccccc23)c(OC)c1 | -4.4 | 0.5 | -3.2 | -0.3 | -2.8 | -5.1 | -0.2 | -2.0 | -11.2
